# PMI act: activators of human PMI, primary screen, biochemical, fluorescence intensity, near-Km mannose 6-phosphate; purified human PMI, coupled resazurin fluorescence, 20 min; stronger effect = higher value; 1 = vehicle control, 0 substrate-free wells; Mannose-6-phosphate isomerase (Homo sapiens), P34949; actives 0.005% (n = 190,000); AID 1214, 2008; activation factor at 20 µM;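 active = activation factor of 2 or more at 20 µM, relative to plate controls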
# Target sequence (P34949 whole entry, looked up): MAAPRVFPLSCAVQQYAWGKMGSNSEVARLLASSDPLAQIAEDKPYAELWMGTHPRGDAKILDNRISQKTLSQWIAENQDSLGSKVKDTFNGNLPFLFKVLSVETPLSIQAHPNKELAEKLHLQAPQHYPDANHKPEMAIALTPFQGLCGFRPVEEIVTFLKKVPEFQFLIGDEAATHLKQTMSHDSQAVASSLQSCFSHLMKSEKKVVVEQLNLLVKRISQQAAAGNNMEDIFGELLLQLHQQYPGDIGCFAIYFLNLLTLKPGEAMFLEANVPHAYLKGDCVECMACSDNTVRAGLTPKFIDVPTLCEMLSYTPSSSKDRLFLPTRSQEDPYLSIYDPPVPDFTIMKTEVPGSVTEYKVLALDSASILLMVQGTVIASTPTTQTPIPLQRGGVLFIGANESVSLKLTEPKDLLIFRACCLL
# TNAP act hi DEA: TNAP activators at high phosphate acceptor level, primary screen, biochemical, luminescence, uHTS | Alkaline phosphatase, tissue-nonspecific isozyme (Homo sapiens), P05186 | purified TNAP, CDP-star luminescence, 1 M DEA, 30 min; stronger effect = higher value; 0 = EDTA background, 1 = DMSO-only activity | activation factor at 20 µM | 200,000 tested, under 10 active | AID 1136, 2008;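 active = activation factor at least 2 at 20 µM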
# Target sequence (P05186 whole entry, looked up): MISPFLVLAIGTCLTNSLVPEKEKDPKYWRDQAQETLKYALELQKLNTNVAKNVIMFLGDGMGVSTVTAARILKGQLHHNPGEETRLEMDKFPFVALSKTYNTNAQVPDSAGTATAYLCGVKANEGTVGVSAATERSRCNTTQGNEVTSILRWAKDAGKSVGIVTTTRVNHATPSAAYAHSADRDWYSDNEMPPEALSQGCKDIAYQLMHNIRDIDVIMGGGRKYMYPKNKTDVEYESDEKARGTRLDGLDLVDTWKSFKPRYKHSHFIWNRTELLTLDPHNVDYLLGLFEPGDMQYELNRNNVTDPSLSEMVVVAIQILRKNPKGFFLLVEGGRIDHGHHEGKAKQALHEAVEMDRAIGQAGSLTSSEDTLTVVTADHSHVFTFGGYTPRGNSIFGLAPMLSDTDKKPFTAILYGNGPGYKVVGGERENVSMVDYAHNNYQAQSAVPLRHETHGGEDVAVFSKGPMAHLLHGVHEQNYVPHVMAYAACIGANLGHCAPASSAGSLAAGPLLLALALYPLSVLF
#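 Control set: EDTA negative control, DMSO positive control / Assay system: human TNAP / Quantity: TNAP 1/800 final / Evaluation: TNAP activation factor scaled between EDTA and DMSO control wells / Measured by: luminescent substrate turnover signal / Compound dosing: one dose, 20 µM / Times: 30 min enzyme reaction at room temperature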
# bIAP inh: bovine intestinal alkaline phosphatase inhibitors, primary screen, selectivity assay for TNAP inhibitor project, biochemical, bovine IAP, CDP-star luminescence. inhibition, % at 20 µM. purified bovine IAP, 30 min. alkaline phosphatase, intestinal [Bos taurus]. AID 1019, 2008. 190,000 tested, under 10 active;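 active = over 50% inhibition of intestinal alkaline phosphatase at 20 µM in the single-dose screen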
#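 test system = bovine IAP enzyme | medium = DEA buffer 100 mM, pH 9.8, with MgCl2 1.0 mM, ZnCl2 0.02 mM | detection = luminescence | dosing = single compound dose of 20 µM, 2% DMSO final | incubation = 30 min reaction at room temperature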
# Lmaj promast: Leishmania major promastigote growth inhibition, primary screen; Leishmania major promastigotes, resazurin fluorescence viability; inhibition, % at 10 µM; actives 9% (n = 200,000); AID 1063, 2008; in the data active = inhibition above about 50%;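 note: promastigotes grown with compound for 44 hours at 28 °C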
# PMI act satM6P: human PMI activators, high substrate, primary screen, biochemical, fluorescence intensity, near-saturating mannose 6-phosphate; actives 0.34% (n = 190,000); AID 1216, 2008; coupled PMI enzyme assay, resazurin fluorescence, 20 min; stronger effect = higher value; 1 = untreated enzyme, 0 = substrate-free blank; Mannose-6-phosphate isomerase (Homo sapiens), P34949; activation factor at 20 µM;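 active = activation factor of 2 or more at 20 µM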
#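 Test system: human phosphomannose isomerase with PGI, G6PDH, diaphorase coupling enzymes; amount: 15 ng/mL PMI; incubation: enzyme reaction with compound 20 min at room temperature; technique: resorufin fluorescence (Ex 544/Em 590 nm) from resazurin via diaphorase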
# TNAP inh hiacc: human TNAP enzyme inhibitors, primary screen, biochemical, luminescent, high phosphate acceptor level, uHTS. Alkaline phosphatase, tissue-nonspecific isozyme (Homo sapiens), P05186. purified TNAP, CDP-star luminescence, 1 M DEA. inhibition, % at 20 µM. actives 0.03% (n = 200,000). AID 1135, 2008;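 active = over 50% inhibition of tissue-nonspecific alkaline phosphatase at 20 µM in the single-dose screen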;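 note: plate controls were DMSO wells for no effect and EDTA-quenched wells as full inhibition for full effect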
# TNAP inh noacc: human TNAP enzyme inhibitors, primary screen, biochemical, luminescent, no phosphate acceptor, uHTS | Alkaline phosphatase, tissue-nonspecific isozyme (Homo sapiens), P05186 | purified TNAP, CDP-star luminescence, 30 min | inhibition, % at 20 µM | actives 0.26% (n = 200,000) | AID 1012, 2008;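 active = tissue-nonspecific alkaline phosphatase inhibition above about 50% at 20 µM in the single-dose screen, limit read from the data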;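 note: 0% = DMSO negative control and 100% = EDTA positive control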
# Diaph inh CS: diaphorase inhibitors and chemical oxidizers, primary screen, counter-screen for diaphorase-coupled primary assays, biochemical, uHTS, resorufin fluorescence | AID 1217, 2008 | diaphorase resazurin-to-resorufin fluorescence, NADH, 16 min; bacterial (C. kluyveri) enzyme, not human | actives 0.69% (n = 190,000) | inhibition, % at 20 µM;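 active = primary screen inhibition at 20 µM above a set limit, cut at about 50% in these data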;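 note: plate controls were DMSO with full reaction for no effect and wells lacking NADH for full effect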
#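 Benchmarks: positive control wells lacking NADH, neutral wells with DMSO only. System: bacterial diaphorase enzyme (C. kluyveri). Input: 0.14 U/mL diaphorase, enzyme working solution. Detection: resorufin fluorescence, excitation 544 nm, emission 590 nm. Times: 16-min room-temperature incubation before reading.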
# bIAP activator: bovine intestinal alkaline phosphatase activators, primary screen, biochemical, bovine IAP, CDP-star luminescence | actives 0.17% (n = 200,000) | purified bovine IAP, 30 min; stronger effect = higher value; fold of DMSO-control signal, blank-subtracted | alkaline phosphatase, intestinal [Bos taurus] | activation factor at 20 µM;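 active = activation factor of 2 or more at 20 µM, a signal rise over negative controls twice the positive control's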
# Diaph act CS: compounds boosting diaphorase resazurin reduction – biochemical, uHTS, resorufin fluorescence, counter-screen for diaphorase-coupled primary assays, primary screen. actives 0.005% (n = 190,000). activation factor at 20 µM. Diaphorase/resazurin coupled assay, 16 min; stronger effect = higher value; 1 = vehicle wells, 0 = NADH-free wells;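 active = diaphorase activity raised at least twofold by the compound at 20 µM; inactive = activation factor below 2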
#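 test system = bacterial diaphorase enzyme (C. kluyveri) | quantity = enzyme 0.07 U/mL final | reagent = NADH substrate 0.114 mM plus resazurin dye 0.1 mM, final | incubation = 16 min enzyme reaction, ambient temperature | buffer or medium = HEPES pH 7.4 buffer with MgCl2 and Tween 20 | signal = fluorescence of resorufin, 544 nm excitation, 590 nm emission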
# * marks the source's active call; other numbers are inactive results; . = not tested or not shown.
SMILES,PMI act,TNAP act hi DEA,bIAP inh,Lmaj promast,PMI act satM6P,TNAP inh hiacc,TNAP inh noacc,Diaph inh CS,bIAP activator,Diaph act CS
CCOC(=O)c1c(NC(=O)CSc2ncnc3[nH]ncc23)sc2c1CCC(C)C2 (configuration not stated),0.9,1.1,-13.6,20.1,1,-5.2,-75.9,5.9,1.1,0.9
CCOc1ccccc1NC(=O)CSc1c(C)n[nH]c1C,0.9,1.1,-5.7,-2.3,0.9,-6.0,-7.3,14.2,1.1,0.9
Cc1cc(C)cc(OCC(=O)OC/C(O)=C(\C#N)c2nc3ccccc3[nH]2)c1,0.7,1,-8.3,0.3,0.6,4.9,-25.8,19.8,1.1,0.8
CSc1ncccc1C(=O)NCc1ccc(C)cc1,1,1.1,8.1,-1.1,1,-6.6,-10.5,-3.0,0.9,1
O=S(=O)(Cc1cc(Cl)nc(-c2ccncc2)n1)c1ccccc1,1.1,1,-10.7,5.9,0.9,-1.4,-2.2,11.9,1.1,0.9
OCCC1CN(Cc2cnc(N3CCOCC3)s2)CCN1C1CCCC1 (configuration not stated),1,1.1,-13.2,-0.9,1,-5.7,-8.9,9.1,1.1,0.9
Cc1cccc(NC(=O)c2ccc(Cl)c(NC(=O)c3ccncc3)c2)c1C,1,1,0.8,4.7,1,-4.4,-8.8,13.0,1,0.9
CCNc1nc(NC(C)C)nc(Oc2ccc(=O)n(C)n2)n1,1,1,-12.0,0.1,1.1,-2.5,-5.4,-10.4,1.1,1.1
Cc1cccn2c(CNCCCOc3cccnc3)c(C(=O)N3CCOCC3)nc12,0.9,1,5.3,-2.3,0.9,-3.3,-5.9,10.3,0.9,0.9
COC(=O)c1sc2nc(SCc3cccc(Cl)c3)n(N)c(=O)c2c1C,0.9,1,3.4,4.5,0.9,0.2,-2.5,21.6,1,0.8
Cc1cccc(Nc2nnc(SCC(=O)Nc3ncc(C(F)(F)F)cc3Cl)s2)c1C,0.8,1,.,-3.8,0.9,1.0,-3.1,20.8,0.5,0.8
Nc1cc(C(=O)OCC(=O)NCc2ccc(F)cc2)ccc1Cl,0.9,1.1,13.0,-4.2,0.9,-5.0,-7.4,13.9,0.9,0.9
C[C@@H]1C=C(C(=O)N2CCN(C)CC2)O[C@H](OCc2ccc(CO)cc2)C1,1,1.1,-6.2,-3.0,1,-11.0,-15.6,68.5*,1.1,0.3
Cn1c(Cc2cccc3ccccc23)nnc1SCC(=O)N1CCN(c2cccc(Cl)c2)CC1,0.8,1,2.1,17.7,0.8,-3.2,-8.2,28.0,1,0.7
COc1ccc(N=C2SC(CC(=O)Nc3ccccc3)C(=O)N2Cc2ccccn2)cc1 (configuration not stated),0.8,1,-15.7,38.4,0.8,-0.3,-7.2,17.9,1.2,0.8
Cc1ccc(S(=O)(=O)N(C)C)cc1NC(=O)COC(=O)CCC(=O)c1ccc(F)cc1,1,1,30.2,-11.8,0.9,-0.6,-8.9,20.0,0.7,0.8
CN(Cc1cnccn1)Cc1ccccc1OCC(O)CN1CCc2ccccc2C1 (configuration not stated),0.8,1,-11.2,2.8,0.9,-2.8,0.2,2.1,1.1,1
Cc1cc(C)nc(SCCCn2c(=O)[nH]c3ccccc32)n1,1,1,0.2,2.8,0.9,-2.1,-8.5,20.9,1,0.8
CC(=O)Cc1nsc(Nc2ccc(F)cc2)n1,1.1,1,8.7,-5.4,1.1,-2.1,-18.8,-0.2,0.9,1
CCCN(C(=O)c1cccs1)c1nnc(-c2ccncc2)s1,1.1,1,7.0,-2.9,1,3.1,9.0,-0.4,0.9,1
CC1=C(C(=O)OCCc2ccccc2)C(c2ccsc2)NC(=O)N1C (configuration not stated),1,1.1,3.3,-2.4,1,-6.0,-6.3,-5.2,1,1.1
Cc1cc(C(=O)NCCCN2CCN(C3CCCCC3)CC2)n(-c2ccccc2)n1,0.8,1,4.6,-10.0,0.8,-1.7,-8.9,15.7,1,0.8
COC(=O)c1c(C(=O)OC)c(-c2cccc(C)c2)n2c1CS(=O)(=O)C2,1,1.1,10.3,-5.2,1,-6.1,-16.0,14.7,0.9,0.9
COC(=O)C1=C(C)N(c2cccc(Cl)c2)C(=O)C1,1,1,-3.1,29.1,1,-0.3,-10.9,16.6,1,0.8
CCn1ccnc1[C@@H]1C[C@H]2CN(Cc3cccc(Cl)c3)C(=O)[C@]23CCCN13,1,1,-9.3,0.1,1,-1.1,-2.0,-3.8,1.1,1
Cc1ccc(S(=O)(=O)c2nc(-c3ccccc3)oc2NCCCN2CCOCC2)cc1,1.1,1,-6.9,12.8,1,-3.7,-15.4,11.2,1.1,0.9
COc1ccc(-n2c(=O)c3ccccc3n(CC(=O)Nc3ccccc3OC)c2=O)cc1,1,1,-5.3,4.4,1.1,-2.1,-16.0,-7.1,1.1,1.1
CNC(=S)N/N=C(\C)c1ccc(-n2ccnc2)cc1,0.9,1,21.5,3.7,1,2.2,5.7,15.0,0.8,0.8
CC[n+]1c(/C=C/N(C)c2ccccc2)oc2ccccc21,0.8,1,15.2,100.0*,0.6,2.6,-15.1,19.3,0.8,0.8
Cc1cccc(NC(=O)COC(=O)c2cccc3c2C(=O)c2ccccc2C3=O)c1C,0.8,1,14.1,2.2,0.7,-3.7,-4.6,23.2,0.9,0.8
O=C(Nc1ccc(N2CCOCC2)c2nonc12)C1CCCC1,0.5,0.9,12.4,1.7,0.6,12.2,10.3,45.5,0.9,0.5
O=C(N/N=C/c1ccc(OC(=O)c2ccc3c(c2)OCO3)cc1)c1cncc(Br)c1,1,1,26.8,-0.6,1.1,2.5,14.6,11.7,0.7,0.9
O=C(CSC1=NCCS1)NC(c1ccccc1)c1ccccc1,1,1,-4.3,2.9,1,2.7,12.9,9.0,1,0.9
Cc1cc(/C=N/NC(=O)CC2(C)OCCO2)c(C)n1-c1cc(Cl)cc(Cl)c1,1.1,1,-19.8,1.2,1,-2.6,-11.1,8.5,1.2,0.9
CSc1nsc(SCCN2C(=O)c3ccccc3C2=O)n1,0.9,1,-12.5,-8.3,1,-2.7,-10.6,10.0,1.1,0.9
CCCCNS(=O)(=O)c1ccc2nc(SCC(=O)Nc3cccc(F)c3)[nH]c2c1,1,1,-25.4,-2.6,1,-0.2,-24.8,21.0,1.3,0.8
O=C(CC(C(=O)N1CCc2ccccc21)n1ccnc1)N1CCc2ccccc2C1 (configuration not stated),0.9,1,-11.8,100.3*,0.7,-1.6,0.5,17.1,1.1,0.8
COCc1nnc(NC(=O)CS(=O)(=O)Cc2ccccc2)s1,0.9,1,0.4,1.6,1,-1.0,-7.2,8.3,1,0.9
N#Cc1ccc(/C=C\c2nccc3c2[nH]c2ccccc23)cc1,0.9,1,-0.7,-0.9,0.9,-2.1,-6.8,3.9,1,1
COc1cc(S(=O)(=O)NCC2CCCO2)c(OC)cc1Cl (configuration not stated),1,1,16.0,0.9,0.9,-1.9,-7.2,8.5,0.8,0.9

# Compounds from the list above with an aryl methoxy group (3):
SMILES,PMI act,TNAP act hi DEA,bIAP inh,Lmaj promast,PMI act satM6P,TNAP inh hiacc,TNAP inh noacc,Diaph inh CS,bIAP activator,Diaph act CS
COc1ccc(N=C2SC(CC(=O)Nc3ccccc3)C(=O)N2Cc2ccccn2)cc1 (configuration not stated),0.8,1,-15.7,38.4,0.8,-0.3,-7.2,17.9,1.2,0.8
COc1ccc(-n2c(=O)c3ccccc3n(CC(=O)Nc3ccccc3OC)c2=O)cc1,1,1,-5.3,4.4,1.1,-2.1,-16.0,-7.1,1.1,1.1
COc1cc(S(=O)(=O)NCC2CCCO2)c(OC)cc1Cl (configuration not stated),1,1,16.0,0.9,0.9,-1.9,-7.2,8.5,0.8,0.9

# Other records follow:
SMILES,PMI act,TNAP act hi DEA,bIAP inh,Lmaj promast,PMI act satM6P,TNAP inh hiacc,TNAP inh noacc,Diaph inh CS,bIAP activator,Diaph act CS
Cc1cccc(OCC(=O)Nc2ccc3c(c2)OCO3)c1C,0.9,1.1,18.2,73.4*,0.9,-5.7,-9.5,8.3,0.8,0.9
C=CCN(C)CCCNC(=O)/C=N/O,0.9,1,12.9,-4.9,1,-1.8,-4.1,-6.3,0.9,1.1
COc1ccc(N2C(=O)CC(N3CCN(S(=O)(=O)c4ccc(Cl)cc4)CC3)C2=O)cc1 (configuration not stated),1,1,-7.0,-5.4,1,-4.9,-12.3,10.3,1.1,0.9
O=C(N/N=C/c1ccc(Cl)cc1Cl)Nc1ccccc1,1.1,1,12.3,-3.6,0.9,-0.9,0.1,1.0,0.9,1
O=C(N/N=C/c1ccncc1)c1ccc(NC(=O)c2ccc(Cl)cc2)cc1,1.1,1,-10.2,-10.9,1.1,-0.6,-7.9,-3.0,1.1,1
CC1CN(C(=O)CCN2C(=O)c3ccccc3C2=O)CC(C)O1 (configuration not stated),1.1,1,0.0,-3.7,1.1,-0.3,-9.2,-7.3,1,1.1
Cc1cc2nc3c(nc2cc1C)C1(C(=O)N(C)C)CCC3(C)C1(C)C (configuration not stated),1.1,1,0.5,93.6*,1.1,-4.6,-0.3,-0.1,1,1
Cc1nn(Cc2ccccc2Cl)c2sc(C(=O)NCc3ccc4c(c3)OCO4)cc12,1,1.1,-1.3,11.3,1,-5.3,-7.4,4.4,1,1
CN(C(=O)CSc1nc2c(c(=O)[nH]1)CCCC2)C1CCCCC1,0.9,1,-3.7,-6.6,0.9,-0.1,-5.2,4.9,1,1
O=C(CSc1nnc(-c2ccccc2Br)o1)N1CCc2ccccc2C1,1,1.1,-1.2,-7.1,1,-5.8,-6.4,25.8,1,0.7
COc1cc(NC(=S)N2CCCCC2C)cc(OC)c1OC (configuration not stated),0.7,1,-0.3,-6.3,0.6,-3.8,-7.2,31.8,1,0.7

# Source: PubChem

# The order is random. Share with any hit: about 10%.
